High-throughput results: PubChem, several laboratories
DUSP1 inh = MKP-1 phosphatase inhibitors, primary screen, biochemical, in vitro. AID 374, 2006. Dual specificity protein phosphatase 1 (Homo sapiens), P28562. actives 0.15% (n = 65,000). inhibition, %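 (compounds tested at a single concentration somewhere between 10 and 100 µM)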. recombinant MKP-1, OMFP hydrolysis fluorescence;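 active = inhibition above about 50%, limit read from the data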;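 also: 0% = DMSO max control wells and 100% = wells with enzyme stopped by NaOH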
Target sequence (P28562 whole entry, looked up): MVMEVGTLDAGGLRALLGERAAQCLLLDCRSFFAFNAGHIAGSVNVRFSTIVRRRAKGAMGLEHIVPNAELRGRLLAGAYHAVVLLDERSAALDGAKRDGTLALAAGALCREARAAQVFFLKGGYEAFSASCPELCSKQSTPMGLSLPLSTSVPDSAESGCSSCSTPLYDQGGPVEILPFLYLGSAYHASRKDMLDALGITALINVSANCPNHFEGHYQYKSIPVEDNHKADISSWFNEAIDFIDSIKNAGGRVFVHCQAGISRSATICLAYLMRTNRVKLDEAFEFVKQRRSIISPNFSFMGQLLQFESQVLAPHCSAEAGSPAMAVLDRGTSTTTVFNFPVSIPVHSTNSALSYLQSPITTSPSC
Jurkat viability = cytotoxicity toward Jurkat T cells, primary screen, cytotoxicity control, cell-based, Jurkat E6.1, 60K MLSMR library | actives 1.2% (n = 56,000) | inhibition, % at 4 µM | Jurkat E6.1 viability, ATP luminescence, 48 h;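 active = inhibition above the mean inhibition of all tested compounds plus 3 SD, cut at about 28% in these data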
MMP-13 inhibitor = human MMP13 inhibitors, primary screen, biochemical, FRET peptide cleavage; Collagenase 3 (Homo sapiens), P45452; MMP-13 fTHP FRET cleavage, Mca fluorescence; inhibition, % at 4 µM; actives 0.07% (n = 65,000); AID 570, 2006;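 active = inhibition above the mean of compound-free control plate wells plus 3 SD, cut at about 14% in these data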;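 also: 0% = DMSO wells and 100% = wells with reference MMP-13 inhibitor after basal subtraction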
PKA inh = inhibitors of human PKA kinase activity, primary screen, biochemical, ATP-depletion luminescence, Kemptide substrate. cAMP-dependent protein kinase catalytic subunit alpha (Homo sapiens), P17612. PKA Kemptide phosphorylation, Kinase-Glo ATP luminescence. inhibition, % at 6 µM. actives 0.1% (n = 65,000);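 active = inhibition above the screen-wide mean inhibition plus 3 SD, cut at about 21% in these data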; also: many of its hits are not listed in these tables
Cdc25B block = inhibitors of Cdc25B phosphatase catalytic domain, primary screen, biochemical, OMFP fluorescence. M-phase inducer phosphatase 2 (Homo sapiens), P30305. recombinant Cdc25B, OMFP fluorescence Ex485/Em525. inhibition, %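 (compounds tested at 10 µM final in the well)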. actives 0.1% (n = 65,000). AID 368, 2006; in the data active = inhibition above about 50%
JNK3 blocker = JNK3 kinase activity inhibitors, primary screen, biochemical, human, purified enzyme; inhibition, % at 8 µM; HTS; actives 0.61% (n = 60,000); in the data active = inhibition above about 17%;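 also: 0% = DMSO and 100% = reference inhibitor; many of its hits are not listed in these tables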
HEK293 NFkB inh = inhibitors of PMA/ionomycin-induced NF-kB reporter, primary screen, antigen receptor NF-kB inhibitor project, cell-based, HEK-293 luciferase reporter, luminescence | HEK-293 NF-kB luciferase reporter | inhibition, % at 3 µM | actives 0.21% (n = 62,000) | AID 465, 2006;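 active = inhibition above the mean of all tested compounds plus 3 SD, cut at about 40% in these data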;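 also: 0% = stimulated DMSO wells and 100% = 10 µM reference inhibitor 5653914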
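Reagent: PMA plus ionomycin mix as NF-kB-activating stimulus. Assay system: NF-kB luciferase reporter HEK-293 cells. Technique: luminescence from luciferase substrate reagent. Incubation: 1 h compound pre-incubation, 16 h PMA/ionomycin at 37 °C. Benchmarks: DMSO only as uninhibited control, 10 µM reference inhibitor as full inhibition. Repeats: tested once.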
ROCK2 inh = inhibitors of human ROCK2 kinase, primary screen, biochemical, high-throughput, luminescence | actives 0.35% (n = 60,000) | Rho-associated protein kinase 2 (Homo sapiens), O75116 | inhibition, % at 6 µM | AID 604, 2007 | purified ROCK2, Kinase-Glo ATP depletion luminescence;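 active = inhibition above the screen-wide mean inhibition plus 3 SD, cut at about 18% in these data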;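 also: plate controls were DMSO wells for no effect and Y-27632 control wells after no-enzyme background subtraction for full effect; many of its hits are not listed in these tables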
TNAP act DEA = human TNAP enzyme activators, primary screen, biochemical, luminescent, intermediate phosphate acceptor level; purified TNAP, CDP-star luminescence, 100 mM DEA, 30 min; stronger effect = higher value; scale: 0 levamisole-inhibited, 1 vehicle-only enzyme; activation factor at 20 µM; AID 813, 2007; Alkaline phosphatase, tissue-nonspecific isozyme (Homo sapiens), P05186; 64,000 tested, under 10 active;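 active = activation factor of at least 2 at 20 µM, relative to controls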
Target sequence (P05186 whole entry, looked up): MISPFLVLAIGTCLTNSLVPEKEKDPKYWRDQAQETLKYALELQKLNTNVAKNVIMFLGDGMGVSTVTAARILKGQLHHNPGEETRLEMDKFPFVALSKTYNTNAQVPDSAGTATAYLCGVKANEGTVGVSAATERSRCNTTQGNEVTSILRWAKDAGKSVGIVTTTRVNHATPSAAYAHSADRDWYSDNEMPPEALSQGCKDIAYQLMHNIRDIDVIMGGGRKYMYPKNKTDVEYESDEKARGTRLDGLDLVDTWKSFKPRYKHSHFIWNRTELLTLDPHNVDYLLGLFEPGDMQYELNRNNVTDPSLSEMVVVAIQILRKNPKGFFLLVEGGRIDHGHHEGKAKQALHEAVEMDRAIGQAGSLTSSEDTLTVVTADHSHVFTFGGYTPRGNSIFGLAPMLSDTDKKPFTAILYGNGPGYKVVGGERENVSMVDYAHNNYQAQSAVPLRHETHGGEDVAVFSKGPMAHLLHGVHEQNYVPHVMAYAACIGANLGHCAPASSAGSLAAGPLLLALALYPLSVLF
An asterisk follows results filed as active; [ ] = another dose, or the depositor's remark.

For Cc1ccc2c(c1)CCCN2C(=O)c1ccoc1C the results were DUSP1 inh 2, Jurkat viability 22, MMP-13 inhibitor 0, PKA inh 13, Cdc25B block -6, JNK3 blocker 4, HEK293 NFkB inh 12, ROCK2 inh 3 and TNAP act DEA 0.9.
Brc1cccc(C2CC(c3ccccc3)n3nnnc3N2)c1 (configuration not stated) was read as DUSP1 inh 14, Jurkat viability 6, MMP-13 inhibitor 3, PKA inh 9, Cdc25B block -11, JNK3 blocker 1, HEK293 NFkB inh 14, ROCK2 inh 3 and TNAP act DEA 1.
O=C(C1CCN(c2nnnn2-c2ccccc2)CC1)N1CCN(c2ccccc2)CC1 was read as DUSP1 inh 5, Jurkat viability 6, MMP-13 inhibitor -3, PKA inh 5, Cdc25B block -17, JNK3 blocker 4, HEK293 NFkB inh 6, ROCK2 inh 4 and TNAP act DEA 0.9.
For NC(=O)c1sc2nc(N3CCCCC3)c3c(c2c1N)CCCC3 the results were DUSP1 inh 20, Jurkat viability -2, MMP-13 inhibitor -270[fluorescence artefact?], PKA inh 27*, Cdc25B block 12, JNK3 blocker 6, HEK293 NFkB inh 13, ROCK2 inh 42* and TNAP act DEA 0.8.
`CCCCC(=O)Nc1ccc(NC(=O)c2cccnc2)cn1` gave DUSP1 inh -12, Jurkat viability 1, MMP-13 inhibitor 2, PKA inh -2, Cdc25B block 0, JNK3 blocker -1, HEK293 NFkB inh 5, ROCK2 inh 2 and TNAP act DEA 1.
Screening CCOc1cc(CNc2ccccc2SC)ccc1O returned DUSP1 inh 9, Jurkat viability 5, MMP-13 inhibitor -1, PKA inh -5, Cdc25B block -9, JNK3 blocker -5, HEK293 NFkB inh 24, ROCK2 inh -2 and TNAP act DEA 1.
`CN(C)S(=O)(=O)c1cc(S(=O)(=O)N(C)C)c(Cl)cc1N` gave DUSP1 inh 4, Jurkat viability 3, MMP-13 inhibitor -4, PKA inh 16, Cdc25B block -9, JNK3 blocker 2, HEK293 NFkB inh 13, ROCK2 inh 7 and TNAP act DEA 0.9.
For Cc1cc(C)cc(NC(=O)C2CCN(c3nccs3)CC2)c1 the results were DUSP1 inh 6, Jurkat viability 12, MMP-13 inhibitor 0, PKA inh -3, Cdc25B block -7, JNK3 blocker 0, HEK293 NFkB inh 22, ROCK2 inh -6 and TNAP act DEA 0.9.
`Cc1ccc(C)c(N2CCN(CC(=O)Nc3ccc4[nH]c(=O)[nH]c4c3)CC2)c1` gave DUSP1 inh 5, Jurkat viability -3, MMP-13 inhibitor -1, PKA inh 11, Cdc25B block -5, JNK3 blocker 0, HEK293 NFkB inh 1, ROCK2 inh 2 and TNAP act DEA 0.9.
For CN(C)c1nc(N)nc(-c2nc3ccccc3s2)n1 the results were DUSP1 inh -4, Jurkat viability -3, MMP-13 inhibitor 1, PKA inh 7, Cdc25B block -11, JNK3 blocker -2, HEK293 NFkB inh -57, ROCK2 inh 4 and TNAP act DEA 0.9.
Screening CC(=O)Nc1cccc(NC(=O)CSc2nnnn2C(C)C)c1 returned DUSP1 inh 0, Jurkat viability 1, MMP-13 inhibitor 10, PKA inh 8, Cdc25B block -5, JNK3 blocker 1, HEK293 NFkB inh 13, ROCK2 inh 2 and TNAP act DEA 0.9.
Cn1c(=O)[nH]c(=O)c2c1nc(CN1CCN(c3ccccc3F)CC1)n2CC(N)=O was read as DUSP1 inh -11, Jurkat viability -4, MMP-13 inhibitor 2, PKA inh 4, Cdc25B block 0, JNK3 blocker -3, HEK293 NFkB inh 5, ROCK2 inh 6 and TNAP act DEA 0.9.
`O=S1(=O)CC(O)C(NCc2ccco2)C1` (configuration not stated) gave DUSP1 inh -14, Jurkat viability -10, MMP-13 inhibitor 10, PKA inh 10, Cdc25B block -3, JNK3 blocker -7, HEK293 NFkB inh 8, ROCK2 inh 8 and TNAP act DEA 0.9.
Screening COc1ccc(-c2nc(N)ncc2-c2csc(C)n2)c(O)c1 returned DUSP1 inh 26, Jurkat viability 1, MMP-13 inhibitor 3, PKA inh 10, Cdc25B block 12, JNK3 blocker -2, HEK293 NFkB inh 4, ROCK2 inh 3 and TNAP act DEA 0.9.
Screening Cc1cc(Nc2c(C)cccc2C)n2nc(C)nc2n1 returned DUSP1 inh 4, Jurkat viability -5, MMP-13 inhibitor 0, PKA inh 2, Cdc25B block -4, JNK3 blocker -1, HEK293 NFkB inh 12, ROCK2 inh 4 and TNAP act DEA 1.

Reprinted from the part before: 2 compounds; new compounds follow.
Screening COc1ccc(-c2nc(N)ncc2-c2csc(C)n2)c(O)c1 returned DUSP1 inh 26, Jurkat viability 1, MMP-13 inhibitor 3, PKA inh 10, Cdc25B block 12, JNK3 blocker -2, HEK293 NFkB inh 4, ROCK2 inh 3 and TNAP act DEA 0.9.
Screening Cc1cc(Nc2c(C)cccc2C)n2nc(C)nc2n1 returned DUSP1 inh 4, Jurkat viability -5, MMP-13 inhibitor 0, PKA inh 2, Cdc25B block -4, JNK3 blocker -1, HEK293 NFkB inh 12, ROCK2 inh 4 and TNAP act DEA 1.
For Cc1cc(C)cc(OCC(O)CN2C(=O)NC(C)(C)C2=O)c1 (configuration not stated) the results were DUSP1 inh -4, Jurkat viability -3, MMP-13 inhibitor 3, PKA inh 2, Cdc25B block -8, JNK3 blocker -5, HEK293 NFkB inh 3, ROCK2 inh -2 and TNAP act DEA 1.
Screening O=C1CC(N2CCN(C/C=C/c3ccccc3)CC2)C(=O)N1CCc1ccccc1 (configuration not stated) returned DUSP1 inh 3, Jurkat viability 4, MMP-13 inhibitor -3, PKA inh -4, Cdc25B block -5, JNK3 blocker 0, HEK293 NFkB inh 1, ROCK2 inh 0 and TNAP act DEA 0.9.
Screening Cc1cc(NC(=O)CSc2ncnc3ccccc23)no1 returned DUSP1 inh 0, Jurkat viability -4, MMP-13 inhibitor 1, PKA inh 4, Cdc25B block -14, JNK3 blocker -1, HEK293 NFkB inh -1, ROCK2 inh 3 and TNAP act DEA 0.9.
c1ccc(Nc2nc3ccccc3n3cnnc23)cc1 was read as DUSP1 inh 8, Jurkat viability 2, MMP-13 inhibitor 0, PKA inh 5, Cdc25B block -11, JNK3 blocker 7, HEK293 NFkB inh 5, ROCK2 inh -4 and TNAP act DEA 0.9.
Screening CSc1nnnn1-c1cccc(O)c1 returned DUSP1 inh 30, Jurkat viability 4, MMP-13 inhibitor 6, PKA inh 7, Cdc25B block -6, JNK3 blocker -3, HEK293 NFkB inh 2, ROCK2 inh 1 and TNAP act DEA 0.9.
`Cc1ccccc1CS(=O)(=O)Cc1ccc(C(=O)NCCCN2CCCC2=O)o1` gave DUSP1 inh 0, Jurkat viability 3, MMP-13 inhibitor -1, PKA inh -4, Cdc25B block -9, JNK3 blocker -4, HEK293 NFkB inh 8, ROCK2 inh -2 and TNAP act DEA 1.
Screening c1ccc(-n2cnc3cc(NCc4ccncc4)ccc32)cc1 returned DUSP1 inh 21, Jurkat viability 8, MMP-13 inhibitor -8, PKA inh -10, Cdc25B block 4, JNK3 blocker 1, HEK293 NFkB inh 9, ROCK2 inh -1 and TNAP act DEA 0.8.
For CC(=O)N1CCCc2cc(S(=O)(=O)N(CC(C)C)CC(C)C)ccc21 the results were DUSP1 inh 4, Jurkat viability 2, MMP-13 inhibitor -5, PKA inh 2, Cdc25B block -3, JNK3 blocker 1, HEK293 NFkB inh 20, ROCK2 inh 1 and TNAP act DEA 0.9.
`CCOC(=O)N1CCN(C2CC(=O)N(c3ccccc3)C2=O)CC1` (configuration not stated) gave DUSP1 inh -3, Jurkat viability 3, MMP-13 inhibitor 6, PKA inh 3, Cdc25B block -7, JNK3 blocker -1, HEK293 NFkB inh 14, ROCK2 inh -5 and TNAP act DEA 0.9.
Cc1cccc(-c2c3c(=O)n(C)c(=O)n(C)c3c3c(C)cc(C)nn23)c1 was read as DUSP1 inh 10, Jurkat viability -6, MMP-13 inhibitor 2, PKA inh 16, Cdc25B block -9, JNK3 blocker 6, HEK293 NFkB inh -4, ROCK2 inh -6 and TNAP act DEA 1.
`CCOC(=O)N1CCC(NC(=O)CCc2c(C)nc3ncnn3c2C)CC1` gave DUSP1 inh 2, Jurkat viability -6, MMP-13 inhibitor -6, PKA inh 16, Cdc25B block -1, JNK3 blocker -5, HEK293 NFkB inh 0, ROCK2 inh 8 and TNAP act DEA 1.
For Cc1cc(C)n(CCCNC(=O)c2ccc3c(c2)NC(=O)CS3)n1 the results were DUSP1 inh 3, Jurkat viability -1, MMP-13 inhibitor -1, PKA inh 12, Cdc25B block -1, JNK3 blocker 4, HEK293 NFkB inh 4, ROCK2 inh 6 and TNAP act DEA 0.9.
For Cc1cccc(C)c1NC(=O)CCCSc1nnc(-c2ccco2)o1 the results were DUSP1 inh 3, Jurkat viability -4, MMP-13 inhibitor -4, PKA inh 6, Cdc25B block -11, JNK3 blocker -5, HEK293 NFkB inh 22, ROCK2 inh 6 and TNAP act DEA 1.
For O=C(Cc1cccs1)N1CCN(c2nc(-c3ccc(Cl)cc3)cs2)CC1 the results were DUSP1 inh 14, Jurkat viability -1, MMP-13 inhibitor -3, PKA inh 8, Cdc25B block -5, JNK3 blocker -2, HEK293 NFkB inh 4, ROCK2 inh 4 and TNAP act DEA 0.9.
c1ccc(-n2ncc3c(N4CCCC4)ncnc32)cc1 was read as DUSP1 inh -12, MMP-13 inhibitor -3, PKA inh 2, Cdc25B block 4, JNK3 blocker 4, ROCK2 inh -6 and TNAP act DEA 0.9.
`COc1ccc(N2C(=O)CC(n3c(CCCCO)nc4ccccc43)C2=O)cc1` (configuration not stated) gave DUSP1 inh 3, Jurkat viability -5, MMP-13 inhibitor -2, PKA inh 5, Cdc25B block -6, JNK3 blocker 1, HEK293 NFkB inh 9, ROCK2 inh 7 and TNAP act DEA 0.9.
Screening CCC1(C(=O)O)NC(c2cc(OC)ccc2O)C2C(=O)N(Cc3ccccc3)C(=O)C21 (configuration not stated) returned DUSP1 inh 11, Jurkat viability 4, MMP-13 inhibitor -3, PKA inh 6, Cdc25B block -17, JNK3 blocker -3, HEK293 NFkB inh 11, ROCK2 inh 4 and TNAP act DEA 1.
`COC(=O)C1CCN(c2cc(=O)n(-c3ccccc3Cl)c(=O)[nH]2)CC1` gave DUSP1 inh 12, Jurkat viability -15, MMP-13 inhibitor 0, PKA inh 12, Cdc25B block -11, JNK3 blocker 5, HEK293 NFkB inh 16, ROCK2 inh 8 and TNAP act DEA 1.
Screening C=CCn1c(COc2cccc3cccnc23)nnc1SCC(=O)O returned DUSP1 inh 10, Jurkat viability 0, MMP-13 inhibitor 2, PKA inh 8, Cdc25B block -8, JNK3 blocker 3, HEK293 NFkB inh 6, ROCK2 inh 6 and TNAP act DEA 0.9.

The order is random (roughly 1.9% active in at least one column).
